From PubChem
Luc counter = Counterscreen for Luciferase (Kinase-Glo TM) Inhibition. Potency, µM (doses to about 38.3 µM), inactives show at the highest dose activity change, negative = inhibition, usual class: inhibitors. Kinase-Glo luciferase, ATP luminescence, 8 min. AID 1379, 2008. hit rate 0.28% among 200,000; further: potency means the concentration at half of the fitted maximal effect; on the % scale 0 is the no-effect control and ±100 the full control effect; nearly all actives have a fitted effect of over 60% in size
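Compound is pinned into ATP-containing buffer (10 uM ATP, imidazole pH 7.2, 7 mM MgCl2). Kinase-Glo luciferase reagent is then added. Light output is recorded following an 8-min room-temperature incubation.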
NPSR antagonist = qHTS Assay for Antagonists of the Neuropeptide S Receptor: cAMP Signal Transduction; CHO-NPSR cells, cAMP TR-FRET, antagonist mode; Potency, µM (highest dose often 38.3 µM), for inactives: top-dose activity change, negative = inhibition, most hits filed as inhibitors; hit rate 1% among 220,000; further: potency means the concentration at half of the fitted maximal effect; on the % scale 0 is the no-effect control and ±100 the full control effect; nearly all actives have a fitted effect of over 50% in size; many of its hits are not listed in these tables
Target sequence (Q6W5P4 whole entry, looked up): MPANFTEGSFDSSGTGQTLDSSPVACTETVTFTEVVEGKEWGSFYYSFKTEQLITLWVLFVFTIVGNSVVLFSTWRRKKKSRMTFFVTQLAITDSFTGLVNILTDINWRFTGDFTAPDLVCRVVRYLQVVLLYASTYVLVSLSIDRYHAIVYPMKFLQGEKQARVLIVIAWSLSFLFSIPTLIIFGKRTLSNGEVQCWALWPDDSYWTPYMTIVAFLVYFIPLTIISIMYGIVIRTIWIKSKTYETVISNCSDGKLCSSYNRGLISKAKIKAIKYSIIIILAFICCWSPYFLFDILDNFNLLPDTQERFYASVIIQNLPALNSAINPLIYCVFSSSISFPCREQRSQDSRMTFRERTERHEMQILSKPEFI
HTT aggregate = qHTS Multiplex Assay to Identify Dual Action Probes in a Cell Model of Huntington: Aggregate Formation (GFP). AID 1688, 2009. hit rate 1.1% among 220,000. PC12 HttQ103-GFP aggregates, Acumen cytometry, 40 h. Potency, µM (doses to about 46.1 µM), inactives show at the highest dose activity change, negative = inhibition, actives largely listed as inhibitors; further: potency means the concentration at half of the fitted maximal effect; on the % scale 0 is the no-effect control and ±100 the full control effect; nearly all actives have a fitted effect of over 60% in size
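PC12 cells with ecdysone-inducible HTT exon1 Q103-GFP, induced by 100 nM tebufenozide, given compounds in a concentration series. GFP aggregates (1–25 um, 6 SD above background) counted in lysates by laser-scanning cytometry, 488 nm excitation.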
Epigenetic derep = Quantitative High-Throughput Screen for Regulators of Epigenetic Control; murine LDR cells, GFP reporter derepression, 30 h; Potency, µM (titrated, usually from 53.9 µM), inactives show top-dose GFP activation, hits mostly activators; hit rate 0.2% among 280,000; further: potency means the concentration at half of the fitted maximal effect; % of control where 0% means no effect; nearly all actives have a fitted effect of over 60% in size
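In this reporter-derepression format, murine cells bearing a silenced integrated CMV-GFP locus incubate with test compound (30 h, 37 C), then are washed and imaged; fluorescent objects of 20–120 um count as induced cells.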
CBFb-RUNX1 inh = qHTS Assay for Compounds Blocking the Interaction Between CBF-beta and RUNX1 for the Treatment of Acute Myeloid Leukemia; AlphaScreen CBFb-His/RUNX1-biotin binding, biochemical; Potency, µM (series often up to 59.8 µM), for the others: at the top dose activity, negative = inhibition, most hits filed as inhibitors; 230,000 tested, under 10 active; AID 1477, 2009; further: % of control where 0% means no effect
Target sequence (Q01196 whole entry, looked up): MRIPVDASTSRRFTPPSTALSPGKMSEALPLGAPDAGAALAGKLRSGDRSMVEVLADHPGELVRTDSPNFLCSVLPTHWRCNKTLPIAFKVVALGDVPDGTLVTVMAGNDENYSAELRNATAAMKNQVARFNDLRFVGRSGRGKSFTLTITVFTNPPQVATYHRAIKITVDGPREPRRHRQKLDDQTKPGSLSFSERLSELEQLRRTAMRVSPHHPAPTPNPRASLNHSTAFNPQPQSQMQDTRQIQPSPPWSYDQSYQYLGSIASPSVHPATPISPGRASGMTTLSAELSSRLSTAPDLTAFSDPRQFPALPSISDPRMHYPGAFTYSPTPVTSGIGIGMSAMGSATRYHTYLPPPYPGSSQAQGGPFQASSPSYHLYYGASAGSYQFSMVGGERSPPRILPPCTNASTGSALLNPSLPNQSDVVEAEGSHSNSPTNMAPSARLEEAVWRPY
Target sequence (Q13951 whole entry, looked up): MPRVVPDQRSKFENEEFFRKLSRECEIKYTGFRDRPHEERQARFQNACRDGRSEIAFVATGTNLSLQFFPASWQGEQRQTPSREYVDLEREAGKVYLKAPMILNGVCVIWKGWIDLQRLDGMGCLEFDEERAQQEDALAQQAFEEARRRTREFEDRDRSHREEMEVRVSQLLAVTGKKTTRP
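His-tagged CBF-beta and biotinylated RUNX1 (30 nM each) were premixed 20 min at room temperature, exposed to compound for 15 min, then given nickel-chelate and streptavidin AlphaScreen beads (50 ng each). After 90 min, AlphaScreen signal was read.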
IMPase Li inh = qHTS Assay for Identifying the Cell-Membrane Permeable IMPase Inhibitors: Potentiation with Lithium | AID 1457, 2008 | Potency, µM (doses to about 59.4 µM), for inactives: at the highest dose activity, negative = IMPase inhibition, usual class: inhibitors | CHO-M1 cells, IP1 TR-FRET (IP-One), carbachol + lithium | hit rate 0.35% among 210,000;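 further: IP1 builds up when IMPase is blocked and the TR-FRET signal falls; potency means the concentration at half of the fitted maximal effect; plate controls were basal vehicle for no effect and high inhibitor control for full effect; nearly all actives have a fitted effect of over 50% in size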
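CHO-M1, 2000 cells/well, 16–30 h culture; cpd + low Li+, 30 min 37C; lysis with d2-IP1/Eu-anti-IP1 Ab, 10 min RT; TR-FRET 665/620 ratio and 620 channel; AC50 via Hill.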
LMNA splice mod = qHTS Assay for Modulators of Lamin A Splicing; HeLa LMNA splicing GFP/RFP minigene ratio, 48 h; Potency, µM (doses to about 46.1 µM), without a hit: at the top dose ratio change, negative = inhibition, actives largely listed as inhibitors; hit rate 0.01% among 200,000; AID 1487, 2009; active means well fitted inhibition curve with a large enough effect in the signal ratio, with a control signal flat, not every such curve was filed as active; inconclusive means small, poorly fitted or top-dose-only effect, or effect the other way, or a change in a side signal; the % refers to the signal ratio; further: potency means the concentration at half of the fitted maximal effect; on the % scale 0 is the no-effect control and ±100 the full control effect
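Read-out is the ratio of GFP to DsRed2 object intensity, acquired by 488 nm laser-scanning cytometry on HeLa lamin A-EGFP minigene reporter cells. Compound incubation 48 hrs at 37 °C in Opti-MEM with 2% FBS; DMSO 0.5% final.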
The depositor's hits bear a star; ? = inconclusive; . = no result given; [ ] = remark or other dose. Unless noted, the call rests on the fitted dose curve; in most records, active means well fitted curve in the direction sought with a large enough effect; inconclusive means small, poorly fitted or top-dose-only effect, or another doubt; inactive means no such curve, though single readings can be large; an effect the other way counts as inactive or inconclusive. Only part of the results is shown; count on the stated rates, not on these rows.

SMILES	Luc counter	NPSR antagonist	HTT aggregate	Epigenetic derep	CBFb-RUNX1 inh	IMPase Li inh	LMNA splice mod
O=C(CN(Cc1ccccc1F)C(=O)Cn1nnc(-c2cccs2)n1)NC1CCCCC1	0%	-18%[46.1 µM]	5%	-2.2%	3%	7%	-15%
COc1cccc(-c2ccc3c(N)c(C(=O)NC4CC4)sc3n2)c1	.	-34%	-2%[9.22 µM]	4.0%	?	.	.
O=C(c1sc2ccccc2c1Cl)N(Cc1ccccc1)C1CCS(=O)(=O)C1 (configuration not stated)	-2%	-22%[46.1 µM]	24%	7.7%	-4%	-9%[38.3 µM]	4%
CC(C)Cc1ccc(/C=C/C(=O)N2CCOCC2)cc1	0%	-5%	-17%	-1.0%	-3%	-14%	.
CN(C)c1cc[n+](Cc2c(Cl)cccc2Cl)cc1	3%	1%[46.1 µM]	8.9µM*	-2.0%	-2%	22%	?
COc1ccnc(Nc2cccc(C)c2)c1C#N	3%	-10%[46.1 µM]	-8%	-0.9%	8%	-1%	-9%
C/C(=N/NC(=O)Cc1c(C)[nH][nH]c1=O)c1ccc(O)cc1	2%	22%	-3%	-1.0%	-11%	13%	-16%
O=C(Nc1ccn(Cc2ccc(Cl)cc2)n1)c1ccccc1	2%	-23%	4%	-0.2%	8%	8%	?
COc1ccccc1NC(=O)Cn1c(CN2CCCCC2)nc2ccccc2c1=O	3%	-11%[46.1 µM]	-9%	0.0%	2%	19%[38.3 µM]	-4%
Cc1noc(C)c1COc1ccc(C(=O)NCC2CCCO2)cc1 (configuration not stated)	0%	-4%[46.1 µM]	4%	1.1%	1%	1%[38.3 µM]	-10%
O=C(CCCN1C(=O)c2ccccc2C1=O)Nc1nnc(C2CC2)s1	-1%	4%	14%	1.1%	5%	1%	-2%[46 µM]
CCOC(=O)c1cccc(NC(=O)COC)c1	-1%	-1%[46.1 µM]	-2%	-9.8%	3%	21%[38.3 µM]	-5%

With a hit mark in HTT aggregate (from the list above):
canonical_smiles,NPSR antagonist,HTT aggregate,Epigenetic derep,CBFb-RUNX1 inh,IMPase Li inh,LMNA splice mod
CN(C)c1cc[n+](Cc2c(Cl)cccc2Cl)cc1,1%[46.1 µM],8.9µM*,-2.0%,-2%,22%,?

Later entries.
SMILES	Luc counter	NPSR antagonist	HTT aggregate	Epigenetic derep	CBFb-RUNX1 inh	IMPase Li inh	LMNA splice mod
O=C(O[C@@H]1Cc2c(O)cc(O)cc2OC1c1ccc(O)c(O)c1)c1cc(O)c(O)c(O)c1 (some centres not stated)	-1%	.	.	0.2%	.	-6%	-14%
COc1ccc(CNC(=O)C(c2ccncc2)N(C(=O)Cc2cccs2)c2ccccc2)cc1 (configuration not stated)	0%	6%	15%	1.5%	9%	10%	-2%
O=C(Nc1c2c(nn1-c1ccc(F)cc1)CS(=O)C2)C12CC3CC(CC(C3)C1)C2 (configuration not stated)	-4%	-2%[46.1 µM]	-8%	0.0%	0%	3%[38.3 µM]	8%
Cc1ccn2c(-c3n[nH]c(=S)n3Cc3ccccc3)c(C)nc2c1	-1%	-9%	14%	-2.2%	-5%	-9%	-3%
COCCNC(=S)Nc1ccccc1Cc1ccccc1	1%	-37%	22%	0.0%	21%	-4%	.
COC(=O)c1cc2sc(Cl)cc2n1CC(=O)N1CCCc2ccccc21	-2%	?	4%	12%	-1%	19%[38.3 µM]	2%
CC(C)(C)NC(=O)C(c1ccncc1)N(C(=O)c1csnn1)c1cccc2ccccc12 (configuration not stated)	4%	-12%	-8%[9.22 µM]	-2.3%	3%	8%	29%[46 µM]
O=C(/C=C/c1ccccc1)Nc1ccc(C(=O)N2CCCCC2)cc1	-2%	9%	1%[9.22 µM]	2.3%	2%	5%	-1%[46 µM]
Cc1cc(C)n(Cc2ccc(C(=O)O)cc2)n1	1%	-8%[46.1 µM]	-10%[9.22 µM]	-0.3%	1%	9%[38.3 µM]	8%
COC(=O)COc1ccc(C2Nc3c(Cl)ccc(C(=O)O)c3C3C=CCC32)cc1 (configuration not stated)	1%	-17%	10%	-1.5%	8%	6%	4%[46 µM]
COc1ccc(CCNS(=O)(=O)c2cccc(S(=O)(=O)N3CCCC3)c2)cc1OC	0%	-13%[7.67 µM]	-16%	-2.8%	2%	7%[38.3 µM]	-12%
Cc1nnc(N/N=C/c2c(O)n(-c3cccc(C(F)(F)F)c3)c(=O)c3ccccc23)[nH]c1=O	.	4%	-7%[9.22 µM]	0.0%	-14%	.	?

A second format for some results above.
Every second line gives: Luc counter, NPSR antagonist, HTT aggregate, Epigenetic derep, CBFb-RUNX1 inh, IMPase Li inh, LMNA splice mod
O=C(CN(Cc1ccccc1F)C(=O)Cn1nnc(-c2cccs2)n1)NC1CCCCC1
  0%, -18%[46.1 µM], 5%, -2.2%, 3%, 7%, -15%
COc1cccc(-c2ccc3c(N)c(C(=O)NC4CC4)sc3n2)c1
  ., -34%, -2%[9.22 µM], 4.0%, ?, ., .

Next section.
SMILES	Luc counter	NPSR antagonist	HTT aggregate	Epigenetic derep	CBFb-RUNX1 inh	IMPase Li inh	LMNA splice mod
O=C(NCCc1nnc2ccc(NCc3ccccc3Cl)nn12)c1ccccc1	-2%	0%	7%	-4.4%	10%	2%	1%[9.22 µM]
CCn1c(SCc2nc3cc(OC)c(OC)cc3c(=O)[nH]2)nnc1-c1ccncc1	0%	-1%[46.1 µM]	0%	1.6%	8%	-5%[38.3 µM]	1%
Cn1c(CCNC(=O)c2cccs2)nnc1SCC(=O)Nc1nc(-c2ccccc2)cs1	-1%	-18%[46.1 µM]	-8%	3.5%	-8%	4%[38.3 µM]	17%
O=C(C1CCCO1)N1CCN(c2ccccn2)CC1 (configuration not stated)	1%	10%	?	-0.9%	-1%	-5%	-14%[46 µM]
Cc1ccc(NC(=O)NNC(=O)c2snnc2C)cc1	-3%	2%	-18%	-1.2%	1%	24%	.
COc1ccc(CN2CCNC(=O)C2CC(=O)NCCc2nc(C)c(C)s2)c(OC)c1 (configuration not stated)	.	58%	5%[9.22 µM]	1.9%	6%	.	.
CC(C)Cc1cc(C(=O)NCc2cccs2)no1	-4%	9%[46.1 µM]	9%	0.0%	17%	32%[38.3 µM]	-3%
N#CC1=C(N2CCOCC2)/C(=C\c2ccccc2)CC1	0%	-5%	13%	-1.1%	19%	-5%	-3%
O=c1[nH]c(=S)[nH]c2c1C(c1cc([N+](=O)[O-])c(N3CCOCC3)cc1N1CCOCC1)O2 (configuration not stated)	-2%	-6%	4%	-0.6%	3%	1%	?
O=C(c1cccn(Cc2ccc(Cl)c(Cl)c2)c1=O)N1CCOCC1	-2%	-3%[46.1 µM]	15%	10%	1%	-1%[38.3 µM]	2%
COc1ccc2c(c1)OC1=C(C(=O)CCC1)C2C1=C(O)CCCC1=O (configuration not stated)	2%	-19%[46.1 µM]	3%	0.6%	-4%	-9%[38.3 µM]	-4%
Cc1ccc(NC(=S)NNc2ncc(C(F)(F)F)cc2Cl)c(C)c1	-3%	-11%[46.1 µM]	?	0.0%	-4%	20%[38.3 µM]	?
Cc1ccc(S(=O)(=O)N2CCOCC2)c2nsnc12	-4%	0%[46.1 µM]	-6%	-1.7%	0%	22%[38.3 µM]	-1%
Cc1ccc(NC(=O)Nc2nnc(CSCCOc3ccc(Cl)cc3)s2)cc1	2%	15%	-13%	-1.9%	1%	-4%	?
Cc1oc(-c2cccs2)nc1CS(=O)CC(=O)NCc1ccc2c(c1)OCO2 (configuration not stated)	.	0%	-3%[9.22 µM]	-1.0%	-9%	.	.
Cc1nnc(C)c2c(C)n(Cc3ccc4c(c3)OCO4)c(C)c12	-2%	-25%[46.1 µM]	12%	-6.3%	?	33%[38.3 µM]	-11%
CC(=O)N(Cc1cc(=O)[nH]c2ccccc12)c1ccccc1	-3%	-14%[46.1 µM]	-9%	-1.0%	0%	40%[38.3 µM]	2%
Cc1nc(NC2=NCN(CCCN3CCOCC3)CN2)nc2c(C)cccc12	1%	2%[46.1 µM]	-16%	0.0%	11%	63%[activator][38.3 µM]	?
COc1ccc(C)cc1N1C(=N)/C(=C2/Nc3ccccc3S2)C(c2ccccc2)C1=O (configuration not stated)	0%	-19%	?	3.4%	14%	12%	?
COc1ccc(CC(=O)Nc2ccccc2N2CCCCC2)cc1OC	.	17%[7.67 µM]	16%[9.22 µM]	-1.4%	4%	.	.
O=C(NC(=S)N1CCc2ccccc21)c1ccc(Br)o1	-5%	-6%	-9%	0.0%	-10%	8%	?
CCSc1nnc(-c2ccccc2N=Cc2c(C)[nH]n(-c3ccccc3)c2=O)c(=O)[nH]1	0%	-10%	-20%	-3.2%	-3%	9%	-13%
CCC(=O)N/N=C(\C)CC(=O)Nc1cc(Cl)ccc1C	-3%	4%	-13%	-6.9%	10%	5%	-11%
O=[N+]([O-])c1ccc(N/N=C2\CC3CC=CC23)c([N+](=O)[O-])c1 (configuration not stated)	-2%	-27%	?	-11%	-24%	36%[activator]	?
C/C(=N/NC(=O)CNC(=O)C1COc2ccccc2O1)c1ccc2c(c1)OCCO2 (configuration not stated)	-2%	6%	24%	-4.1%	-8%	10%	18%[46 µM]
CC1=CC(C)(C)N(C(=O)Nc2ccccc2)c2ccccc21	1%	-32%	-8%	-0.1%	-3%	-4%	.
Cc1nc(N2CCN(S(=O)(=O)c3ccc(F)cc3)CC2)c2c(-c3cccs3)csc2n1	2%	-57%	-7%	-5.1%	-21%	14%	.
CCN1C(=O)c2ccccc2S(=O)c2ccc(C(=O)N3CCCCCC3)cc21 (configuration not stated)	1%	-12%[46.1 µM]	-13%	-0.8%	3%	25%[38.3 µM]	1%
CCN1C(=O)c2ccccc2S(=O)c2ccc(C(=O)NCCCN3CCCC3=O)cc21 (configuration not stated)	2%	4%	6%	-1.0%	6%	25%	-9%
Cc1ccc(NC(=O)N2CCCN(Cc3ccc(F)cc3)C2)cc1C	-5%	-7%[46.1 µM]	5%	-1.1%	0%	-8%[38.3 µM]	-1%
Cc1coc2cc3oc(=O)cc(C)c3cc12	1%	10%	-11%	0.1%	-2%	3%	4%
O=C(CSc1nc2c(sc3ccccc32)c(=O)n1CCCN1CCCC1)NCc1ccco1	0%	-35%	-11%	1.2%	-18%	5%	.
